RNase H inhibition = RNase H inhibition, HIV 1 Gag Pol polyprotein, FRET biochemical assay, screening (AID 372); HIV-1 RT RNase H, FRET RNA/DNA substrate fluorescence; higher % means a stronger effect; inhibition, % at 10 µM; hits with a dose series show IC50 in µM; 0.77% of 100,000 active; in the data active means inhibition above about 50%
Active calls of the source: *. This is a subset, so the mix of outcomes need not match the whole.

Structure	RNase H inhibition
CN1CCN(CC(=O)n2c3ccccc3c3ccccc32)CC1	0%
COc1ccccc1N=Cc1c(O)c(Br)cc2oc3c(c12)CCCC3	9%
Cc1[nH]n(-c2ccccc2)c(=O)c1/C=N/NC(=O)c1cc(Cl)ccc1O	8%
O=C(O)C1C(C(=O)Nc2ccc(I)cc2)C2C=CC1C21CC1 (configuration not stated)	7%
O=S(=O)(c1ccc(NC(=S)Nc2ccccc2)cc1)N1CCc2ccccc21	10%
COc1ccc(C2Nc3ccccc3C(=O)N2c2ccccc2)cc1CN1C(=O)c2ccccc2C1=O (configuration not stated)	13%
Cc1cc(/C=N/NC(N)=S)c(C)n1-c1ccc(N(C)C)cc1	19%
CCCCc1ccc(NC(=O)/C(C#N)=C/c2ccccc2)cc1	6%
COc1ccccc1N=C1C(=O)Nc2ccc(Br)cc21	29%
CC1=NN(C(=O)c2ccncc2)C(O)(c2cccnc2)C1 (configuration not stated)	6%

The listing continues.
Structure	RNase H inhibition
Cc1ccc(C)c(C(=O)CN2C3=NCCN3c3ccccc32)c1	9%
O=C(c1cc2nc(-c3ccccc3)cc(-c3ccccc3)n2n1)N1CCOCC1	4%
CC(C)c1ccc(OCCN2CCOCC2)cc1	0%
COc1ccc(CN2C(=O)C3C(c4ccc(Cl)cc4)OC4(C(=O)c5ccccc5C4=O)C3C2=O)cc1 (configuration not stated)	14%
Cc1ccc(N=Cc2c(C)nn(-c3ccccc3)c2Sc2ccc(C)cc2)cc1	15%
COc1cc(/C=C2/C(=O)NN(c3ccc(Cl)cc3)C2=O)cc(Br)c1O	30%
Cc1ccc(N2CCN(CC3CC=CCC3)CC2)cc1 (configuration not stated)	16%
O=C(Nc1cccc(F)c1)[C@H]1CC=CC[C@H]1C(=O)O	1%
c1ccc(-n2nnnc2SCc2nn[nH]n2)cc1	0%
Cc1cc(C)c(S(=O)(=O)NCc2ccncc2)c(C)c1	14%

(more compounds)
Structure	RNase H inhibition
CCOC(=O)c1ccccc1NC(=O)c1ccc([N+](=O)[O-])cc1Cl	0%
O=C1/C(=C\c2ccc(C(F)(F)F)cc2)SC(=S)N1c1ccccc1	12%
Cc1cc(Cl)ccc1NC(=O)CCSc1ccccc1	11%
CC1=C(C(=O)OC(C)C)C(c2ccccc2F)CC(=O)N1 (configuration not stated)	5%
COc1cc(Br)cc(/C=N/NC2=NS(=O)(=O)c3ccccc32)c1O	8%
Cc1cc(C)c(NC(=O)C(C)SCC(=O)Nc2ccccc2)c(C)c1 (configuration not stated)	0%
COc1ccccc1N=Cc1c(O)c(C(=O)Nc2ccccc2)cc2ccccc12	6%
C/C(=N\Nc1nc(C)cc(-c2ccccc2)n1)c1ccc(F)cc1	15%
COc1ccc(/C(O)=C2/C(=O)C(=O)N(CCCCCC(=O)O)C2c2ccc(OC)c(OC)c2)cc1 (configuration not stated)	1%
COc1ccc(-c2cc(-c3ccccc3)nc(N/N=C/c3ccc(Br)cc3)n2)cc1	0%

Next part
Structure	RNase H inhibition
CC1=C(C(=O)OC2CCCC2)C(c2ccccc2Cl)C2=C(CC(c3ccccc3)CC2=O)N1 (configuration not stated)	8%
COc1ccc(CC(=O)NNC(=O)c2ccc(Cl)cc2)cc1	3%
CCOCCOC(=O)C1=C(C)NC2=C(C(=O)CCC2)C1c1ccc(C(=O)OC)cc1 (configuration not stated)	9%
c1ccc(Oc2cccc(CN3CCN(c4ccccc4)CC3)c2)cc1	0%
COc1cc(/C=C(/C#N)C(=O)Nc2cc(C)ccc2C)cc(Br)c1O	17%
CC1=C(C(=O)Nc2ccccc2C)C(c2cccs2)C(C#N)=C(SCC(=O)c2ccc(C)cc2C)N1 (configuration not stated)	9%
COc1ccc(N2C(=O)NC(=O)/C(=C\c3cc(OC)ccc3OC)C2=O)cc1	9%
COc1cccc(NC(=O)c2cccc(OC)c2)c1	0%
CC(Oc1ccc(Cl)cc1Cl)C(=O)N1CCN(c2ccccn2)CC1 (configuration not stated)	14%
Cc1ccc(-c2nc(N/N=C/c3ccccc3)c3ccccc3n2)cc1	10%

Following part
Structure	RNase H inhibition
Cc1ccc(C(=O)NC(Nc2ccccc2C(F)(F)F)C(Cl)(Cl)Cl)cc1 (configuration not stated)	7%
CC(C)OC(=O)c1c(-c2ccc(C(C)C)cc2)csc1N	12%
COc1cccc(CN2CCC(N3CCCCC3)CC2)c1	33%
CN(C)c1ccc(/C=C2/SC(N3CCN(c4ccccc4[N+](=O)[O-])CC3)=NC2=O)cc1	25%
COc1cc(C=Nc2cc(C)ccc2C)ccc1O	6%
Cc1ccccc1CNC(=O)CSc1ccc(Cl)cc1	1%
CC(O)c1nc2cc([N+](=O)[O-])ccc2n1C (configuration not stated)	8%
COC(=O)CCN1C(=O)/C(=C/c2ccc(OCc3ccc(Cl)cc3)c(OC)c2)SC1=S	15%
CC(C)CC(=O)Nc1ccccc1C(F)(F)F	10%
N#Cc1c2n(c3c(=O)n(CC(=O)c4ccc(Br)cc4)cnc13)CCCC2	24%

The list goes on.
Structure	RNase H inhibition
Cc1cccc(NC(=O)c2c(O)c3ccccc3[nH]c2=O)n1	0%
Cc1ccc2c(c1)-c1c(ssc1=S)C(C)(C)N2C(=O)Cc1ccccc1	35%
Cc1ccc(C(=O)NC2CCCCC2)c(Cl)c1	7%
CC1(C)Cc2[nH]c(=O)c(C#N)cc2CO1	2%
COc1cc(C(=O)NC(=S)N2CCN(c3ccc([N+](=O)[O-])cc3)CC2)cc(OC)c1OC	25%
CCOC(=O)CCC(=O)Nc1ccc(S(=O)(=O)Nc2cc(C)on2)cc1	3%
O=C(CCc1ccccc1)NNC(=O)c1ccc(Cl)cc1Cl	8%
COc1ccccc1NC(=O)c1ccc(C(=O)Nc2ccccc2OC)cc1	8%
Cc1ccc(CNC(=O)CN(c2cccc(Cl)c2)S(=O)(=O)c2ccccc2)cc1	13%
CCOC(=O)/C(N=Nc1ccc(Cl)cc1[N+](=O)[O-])=C(/C)O	8%

Additional structures:
Structure	RNase H inhibition
CCCC(=Nc1cccc([N+](=O)[O-])c1)C1=C(O)CC(C)(C)CC1=O	1%
CC(NC(=O)c1cccc(F)c1)C1CC1 (configuration not stated)	0%
Cc1ccc(Br)cc1S(=O)(=O)N1CCC(C)CC1	4%
CN(C)c1ccc(/C=C2\SC(=O)N(CC(=O)O)C2=O)cc1	10%
CC(C)c1ccc(NC(=O)c2cccnc2)cc1	2%
CCC1CCc2c(sc(N)c2C(N)=O)C1 (configuration not stated)	0%
CCOc1ccc(NC(=O)C2=C(C)NC(=O)NC2c2cc(OC)ccc2OC)cc1 (configuration not stated)	1%
CCOC(=O)C1=C(C)N=c2s/c(=C\c3ccc(I)cc3)c(=O)n2C1c1ccc(O)cc1 (configuration not stated)	8%
CCN(CC)CCCCCCOc1cccc(C)c1	8%
COc1ccc2nc(/N=C(/N)NC(=O)COc3ccc(Cl)cc3)nc(C)c2c1	0%

Quoted at random: 7 compounds from above.
Structure	RNase H inhibition
CCOC(=O)C1=C(C)N=c2s/c(=C\c3ccc(I)cc3)c(=O)n2C1c1ccc(O)cc1 (configuration not stated)	8%
Cc1ccc(Br)cc1S(=O)(=O)N1CCC(C)CC1	4%
CCC1CCc2c(sc(N)c2C(N)=O)C1 (configuration not stated)	0%
COc1ccc2nc(/N=C(/N)NC(=O)COc3ccc(Cl)cc3)nc(C)c2c1	0%
CN(C)c1ccc(/C=C2\SC(=O)N(CC(=O)O)C2=O)cc1	10%
CCOc1ccc(NC(=O)C2=C(C)NC(=O)NC2c2cc(OC)ccc2OC)cc1 (configuration not stated)	1%
CC(NC(=O)c1cccc(F)c1)C1CC1 (configuration not stated)	0%

Remaining list, next part
Structure	RNase H inhibition
CCOc1cc(/C=C2/C(=O)NC(=O)N(C)C2=O)cc(I)c1O	11%
COc1cc(C2/C(=C(\O)c3ccc(C)cc3)C(=O)C(=O)N2CCCC(=O)O)ccc1O (configuration not stated)	0%
O=C1c2ccccc2C(=O)N1CSc1nnc2c3ccccc3n(CCc3ccccc3)c2n1	11%
CS(=O)(=O)N(CC(O)Cn1c2ccccc2c2ccccc21)c1ccccc1 (configuration not stated)	13%
O=C(Oc1cccc(/C=N/Nc2nc(N3CCOCC3)nc(N3CCOCC3)n2)c1)c1ccccc1	2%
O=c1c(C=NCc2ccc(F)cc2)c(-c2ccccc2)[nH]n1-c1nc2ccccc2s1	9%
O=C(O)Cc1c[nH]c2ccc(O)cc12	44%
COc1ccccc1CN1CCN(Cc2ccc([N+](=O)[O-])cc2)CC1	4%
Cn1[nH]c2nc3[nH]n(C)c(=O)c3c(-c3ccccc3)c2c1=O	9%
c1cc2c(c(NCc3ccncc3)c1)CCCC2	1%

(next part)
Structure	RNase H inhibition
CN(C)c1ccc(-c2[nH]c(=S)[nH]c(=O)c2C#N)cc1	6%
O=C(Nc1ccc2ccccc2c1)C1CCCCC1	2%
Cc1ccc(NC(=O)CN(c2ccc(C(C)C)cc2)S(=O)(=O)c2ccccc2)c(C)c1	10%
NC(=O)c1cccc(N=Cc2c(O)ccc3ccccc23)c1	21%
COC(=O)/C=C1/N/C(=N/c2nc3ccccc3s2)NC1=O	0%
CCOC(NC(=O)Nc1ccc(Br)cc1)(C(F)(F)F)C(F)(F)F	3%
COc1cccc(OC)c1C(=O)NCC#N	3%
Cc1ccc(S(=O)(=O)N/N=C/c2ccc(OCC(=O)NC3CCCCC3)cc2)cc1	9%
C=CCOC(=O)C1=C(C)NC2=C(C(=O)CCC2)C1c1ccc(OCc2ccccc2)c(OC)c1 (configuration not stated)	15%
Cc1nc2cc(N=Cc3ccccc3O)ccc2n1C	0%

(further entries)
Structure	RNase H inhibition
CC(=O)Nc1cc([N+](=O)[O-])ccc1Nc1ccccc1	7%
O=C(NCCCNc1ccc([N+](=O)[O-])cc1)c1cccc(Br)c1	3%
CC(C)=CC/C=C1\CCC2C(=O)N(c3ccccc3)C(=O)C2C1 (configuration not stated)	8%
O=C(Oc1ccc(/C=N/NC(=O)C(O)c2ccccc2)cc1)c1cccs1 (configuration not stated)	3%
O=[N+]([O-])c1ccc(NC(=S)Nc2ccc(F)cc2)c(O)c1	0%
O=C(Nc1ccccc1C(=O)NC(Cc1ccc(O)cc1)C(=O)O)c1ccccc1 (configuration not stated)	1%
COc1ccc(-c2cc(-c3ccccc3)nc(N/N=C/c3ccc(O)c(C)c3O)n2)cc1	19%
c1csc(-c2csc(-c3nc(-c4cccs4)cs3)n2)c1	0%
CC(=O)c1cccc(NC2C=CS(=O)(=O)C2)c1 (configuration not stated)	5%
O=C(Nc1nc2ccc(Cl)cc2s1)c1ccc(Br)s1	13%

(list continues)
Structure	RNase H inhibition
COc1cc(C=C2C(=O)NC(=O)NC2=O)cc(Cl)c1OC(C)C	5%
CCCCOc1ccc(Cc2c(O)nc(N)[nH]c2=O)cc1	2%
FC(F)(F)c1ccc2nnc(-c3cccc(OCc4ccccc4)c3)n2c1	21%
CCc1ccccc1NC1=NS(=O)(=O)c2cc([N+](=O)[O-])ccc21	6%
CCc1cc(OCCOc2cccc(OC)c2)ccc1Cl	10%
O=C(/C=C/c1ccc(F)cc1)NC(=S)Nc1cccc(O)c1	14%
CC1(C)CC(=NOC(=O)N2c3ccccc3C=Cc3ccccc32)CC(C)(C)N1	8%
COc1ccc(NC(=O)c2ccccc2N)cc1	18%
O=C(NC(NC(=O)c1ccco1)c1ccc(Br)cc1)c1ccco1	9%
COc1cc(C2C(C(=O)OC3CCCCC3)=C(C)NC3=C2C(=O)CCC3)cc(Br)c1O (configuration not stated)	15%

Individual results from above:
Under RNase H inhibition, CC(C)c1ccc(NC(=O)c2cccnc2)cc1 has 2%
Under RNase H inhibition, COc1ccccc1CN1CCN(Cc2ccc([N+](=O)[O-])cc2)CC1 has 4%
Under RNase H inhibition, COc1ccc(N2C(=O)NC(=O)/C(=C\c3cc(OC)ccc3OC)C2=O)cc1 has 9%
Under RNase H inhibition, O=C1/C(=C\c2ccc(C(F)(F)F)cc2)SC(=S)N1c1ccccc1 has 12%
Under RNase H inhibition, Cc1ccc(S(=O)(=O)N/N=C/c2ccc(OCC(=O)NC3CCCCC3)cc2)cc1 has 9%
Under RNase H inhibition, O=C(Nc1ccccc1C(=O)NC(Cc1ccc(O)cc1)C(=O)O)c1ccccc1 (configuration not stated) has 1%
Under RNase H inhibition, CC(C)c1ccc(OCCN2CCOCC2)cc1 has 0%

Next section:
Structure	RNase H inhibition
Cc1ccc(N2C(=O)NC(=O)/C(=C/c3ccc(O)c(O)c3)C2=O)cc1	33%
O=C(NC(=S)Nc1ccccc1O)c1cccc(Cl)c1	11%
NC(=O)c1c(NC(=O)c2cc3cc(Br)ccc3oc2=O)sc2c1CCCC2	0%
CC1=NN(c2ccc(C)cc2)C(=O)/C1=C\c1c(C)[nH]n(-c2ccccc2C)c1=O	19%
O=C(Nc1ccc2c(c1)OCO2)c1ccc([N+](=O)[O-])cc1[N+](=O)[O-]	9%
COc1cccc(NC(=O)C2c3ccccc3Oc3ccccc32)c1	11%
O=Cc1ccc(OCC(O)Cn2c3ccccc3c3ccccc32)cc1 (configuration not stated)	9%
COc1ccc(NC(=S)NC(NC(=O)CC(C)C)C(Cl)(Cl)Cl)cc1OC (configuration not stated)	0%
O=C(c1ccc(N2CCN(C(=O)c3cccs3)CC2)cc1)c1cccc(F)c1	18%
Cc1cc2nn(-c3ccc(Cl)cc3)nc2cc1NC(=O)c1ccc([N+](=O)[O-])cc1Cl	50%*

Later entries:
Structure	RNase H inhibition
Cc1ccccc1C(=O)NC(=S)Nc1cc(-c2nc3ccccc3o2)ccc1Cl	53%*
Cc1ccc2nc(-c3cccc(NC(=O)/C=C/c4ccc(Cl)cc4)c3)oc2c1	38%
Cc1ccc(C2c3c(n(C)c(=O)n(C)c3=O)N=C3c4ccccc4C(=O)C32)cc1Cl (configuration not stated)	13%
COc1ccc(/C=C(/NC(=O)c2cc(OC)c(OC)c(OC)c2)C(=O)NCC(=O)O)cc1	19%
C/C(=N/NC(=O)c1cc2ccccc2cc1O)c1ccccc1Cl	7%
COc1ccc2nc(NC(=O)COc3ccc(Cl)cc3)sc2c1	21%

Screening results deposited in PubChem BioAssay by MTDP.
